Screening results (PubChem)
procasp7 counter – counter-screen for procaspase-3 activators: activators of human procaspase-7; P55210; recombinant procaspase-7, Ac-DEVD-pNA absorbance 405 nm; D23A/D198A/D206A triple mutant, cannot self-cleave; scale: DMSO 0, 5 µM enzyme 100; activation, % at 8.5 µM; hit rate 0.093% among 330,000;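 active = percent activation above the screen-wide mean plus 3 SD, cut at about 25% in these data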
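Assay system: Uncleavable procaspase-7 mutant enzyme; Input: 2 µM procaspase-7 mutant as dispensed; Also added: DEVD-pNA substrate; Medium: Zinc-free HEPES pH 7.4 with 300 mM NaCl, 0.01% Triton X-100; Timing: 1 h compound preincubation, 2 h substrate cleavage, 25 °C; Measured by: Epi-absorbance of released pNA at 405 nm, two timepoints.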
procasp3 activ – activates human procaspase-3; P42574; recombinant procaspase-3 D3A, Ac-DEVD-pNA absorbance 405 nm; activation, % at 8.5 µM; hit rate 0.11% among 330,000;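 active = activation above the mean of all tested compounds plus 3 SD, cut at about 21% in these data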;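 also: 0% = DMSO alone and 100% = DMSO wells spiked with extra 5 µM PC-3 D3A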
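Test system: Procaspase-3 D3A mutant, all three cleavage aspartates alanine | Dosing: Single dose, 8.5 µM nominal compound, 0.8% DMSO | Schedule: 1 h preincubation, 2 h reaction | Technique: 405 nm absorbance of p-nitroaniline, reads at 0 and 120 min | Repeats: One well per compound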
EBNA-1 inhibitor – blocks EBNA-1 binding to DNA; EBNA-1 DNA binding, fluorescence polarization; hit rate 0.34% among 300,000; AID 1950; inhibition, % at 14.8 µM; in the data active = inhibition above about 28%
AHR act – human AHR activation; hit rate 2.5% among 320,000; AID 2796; AHR-responsive luciferase reporter cells, luminescence; activation, % at 5 µM; P35869; in the data active = activation above about 47%;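 also: 0% = vehicle wells and 100% = reference agonist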
LAP4 TOR yeast – yeast TOR pathway LAP4-GFP modulation; hit rate 0.34% among 320,000; AID 2023; S. cerevisiae LAP4-GFP multiplex, flow cytometry GFP, 3 h; median GFP as percent of DMSO wells; GFP response vs DMSO, % at 10 µM;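 active = GFP response vs DMSO above a set limit, about the screen mean plus 3 SD, cut at about 150% in these data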
RPL19A-GFP yeast – yeast TOR pathway RPL19A-GFP modulation; S. cerevisiae RPL19A-GFP strain, flow cytometry, 3 h; hits give low values; percent response vs DMSO, % at 10 µM; hit rate 0.3% among 330,000; AID 2025;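 active = percent response vs DMSO below 50%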;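 also: median channel GFP fluorescence of the barcoded RPL19A-GFP strain; ratio of sample median GFP to plate DMSO average so 100% = DMSO; lower means less RPL19A-GFP as with rapamycin TOR inhibition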
MEP2 TOR yeast – alters MEP2-GFP fluorescence in TOR pathway yeast screen; GFP response vs DMSO, % at 10 µM; S. cerevisiae MEP2-GFP strain, flow cytometry GFP, 3 h; 100% = DMSO control level; hit rate 0.51% among 330,000; AID 2016;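 active = GFP response versus DMSO above a set limit, roughly screen mean plus 3 SD, cut at about 180% in these data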;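 also: median GFP fluorescence of the barcode-gated MEP2-GFP cells per well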
ZTA counter – blocks Epstein-Barr virus ZTA, an EBNA-1 counter-screen. P03206. ZTA-DNA binding, fluorescence polarization. inhibition, % at 11 µM. hit rate 0.15% among 320,000. AID 2234; in the data active = inhibition above about 33%
Numbers without * were called inactive; . = no result given; [ ] = another dose, or the depositor's remark. An unsorted share of the library; overall some 3.8% were active at least once.

SMILES	procasp7 counter	procasp3 activ	EBNA-1 inhibitor	AHR act	LAP4 TOR yeast	RPL19A-GFP yeast	MEP2 TOR yeast	ZTA counter
COCCNC(=O)CCCN1C(=O)c2ccccc2Sc2ncccc21	-16	-2	-15	1	94	100	115	-16
COc1ccc(C2NC(=O)NC3=C2C(=O)CCC3)cc1 (stereo not given)	6	8	15	-1	90	106	108	-7
Cc1ccc(-c2nc(C3CCN(S(=O)(=O)c4ccc(C(F)(F)F)cc4)CC3)no2)cc1	4	7	1	-1	95	92	97	-7
COc1ccc(NC(=O)CCC(=O)OCc2ccc([N+](=O)[O-])cc2)cc1	-13	-10	-11	-3	99	114	103	-7
CCCCn1c(SCC(=O)Nc2ccc(C)c(S(=O)(=O)N3CCOCC3)c2)nnc1C(CC)N(C)C (stereo not given)	-6	7	-12	-3	103	100	107	1
COc1ccccc1NC(=O)Cc1coc2cc(C)ccc12	5	0	5	28	100	101	108	-16
CCOc1ccc(N(CC(=O)NCc2ccccc2)S(=O)(=O)c2c(C)noc2C)cc1	2	10	14	1	100	96	102	-4
Cc1cccc(C)c1Nc1nnc(SCC(=O)NC(=O)c2cccn2C)s1	2	-7	12	6	83	99	94	-2
CC(OC(=O)Cc1ccc(F)cc1)C(=O)NCc1ccc2c(c1)OCO2 (stereo not given)	6	4	4	-2	103	101	99	-9
COC(=O)c1ccccc1NC(=O)COC(=O)/C=C/c1cccs1	8	14	.	2	120	109	114	.
C[C@H](NC(=O)Nc1cccc(C(F)(F)F)c1)C(=O)O	8	9	3	0	91[may fluoresce violet]	77[may fluoresce violet]	346*[may fluoresce violet]	20
CCOC(=O)c1ccc(NC(=O)Nc2ccon2)cc1	5	4	-1	0	106	101	106	-7
Cc1ccc(OCCSCc2nnc(NC(=O)Nc3cccc(Cl)c3)s2)cc1	4	4	19	11	100	102	106	-10
COC(=O)[C@@H]1CCCN1C(=O)c1ccc(OC2CCN(Cc3ccccn3)CC2)cc1	-3	1	-15	0	99	101	95	-11
O=C(Nc1ccc(S(=O)(=O)Nc2ccccn2)cc1)c1cccc(Br)c1	-1	-1	1	0	93	107	103	-10
COc1cccc(CNC(=O)C2Cc3cc(S(=O)(=O)N4CCCC4)ccc3N2C(C)=O)c1OC (stereo not given)	-3	-7	-17	4	105	105	104	-2
COc1ccc(NC(=O)CSc2ccc3nnc(-c4cccnc4)n3n2)cc1OC	-9	0	-2	4	110	100	104	2
O=C(NNC1=NCCC1)c1cccc(S(=O)(=O)N2CCCC2)c1	6	4	-6	0	91	101	104	-18
CCOC(=O)N1CCN(C(c2cccnc2)c2ccc3cccnc3c2O)CC1 (stereo not given)	-17	-16	0	1	107	101	110	11
CSc1ccccc1NC(=O)CN1CCCCC1C (stereo not given)	6	1	-12	1	100	96	97	-15
OCC1CCCN(C(=S)Nc2ccc(OC(F)F)cc2)C1 (stereo not given)	-11	-7	5	4	97	109	99	-5
O=C(C1=C[C@H](c2ccccc2)C[C@H](OCc2ccc(CO)cc2)O1)N1CCN(Cc2ccccc2)CC1	-6	5	-6	2	.	.	.	4
CCOC(=O)[C@H]1[C@H]2COc3ccccc3[C@@H]2N2C(=O)CN(Cc3ccccc3)C(=O)[C@@]12C	-7	10	.	1	93	98	109	.
CCN(CC)c1nc2ccccc2[nH]c1=O	3	-2	1	10	86	111	106	14
O=C(N[C@@H](Cc1ccccc1)C(=O)N1CCC2(CC1)NCCc1[nH]cnc12)c1cccc(F)c1	-8	6	2	-1	93	98	97	-11
O=C(N/N=C/c1ccc(OCc2ccccc2)cc1)c1cccs1	-2	-4	-4	1	97	99	104	-11
Cc1nnc(NC(=O)CSc2nnc(CNC(=O)C34CC5CC(CC(C5)C3)C4)n2C2CCCCC2)s1	-8	-6	-13	2	108	99	99	-2
Cn1c(CN2CCN(CCO)CC2)c(C#N)c2ccccc21	3	-1	3	-1	96	100	98	13
Cc1cc(C)c(NC(=O)CN2CCCCCC2)c(C)c1	5	-3	-19	3	89	102	106	-2
COc1cc(Nc2ccc(S(=O)(=O)N3CCN(C)CC3)cc2[N+](=O)[O-])cc(OC)c1	5	-7	12	0	100	101	104	7
Cc1cc(Cl)c(OCCCN2CCCCC2)c(Br)c1	1	10	-12	-2	92	102	99	0
CN(C(=O)c1cccc(N2C(=O)C3CC=CCC3C2=O)c1)C1CCCCC1 (stereo not given)	1	3	2	1	98	100	103	-5
O=C(COC(=O)/C=C/c1ccccc1)NCc1cccs1	11	6	.	-1	90	96	98	-9
O=C(Cn1nc(C(F)F)cc1C(F)F)N/N=C/c1ccc2c(c1)OCO2	3	12	-2	9	104	98	106	4
COc1ccc(CNC(=O)CN(C(=O)c2snc(C(N)=O)c2N)c2cccc(F)c2)cc1	6	-1	-3	0	97	104	99	-1
C=CCn1c(N)cc(=O)nc1SCC(=O)N1CCN(c2ccc(F)cc2)CC1	14	-3	-3	0	95	96	98	-9
CN(C)CCCN(C(=O)c1ccc(S(=O)(=O)N2CCCCCC2)cc1)c1nc2c(F)cc(F)cc2s1	7	6	4	2	113	96	102	5
CCCOc1cccc(C2C(C(=O)c3ccc(C)o3)=C(O)C(=O)N2c2nc(C)c(C(C)=O)s2)c1 (stereo not given)	-30	-2	14	5	82	108	101	-12
O=C(NC1CCCCC1)c1cc(-c2cccs2)on1	0	0	-6	-9	105	98	100	-1
CCNC(=S)N1CCNC(=O)C1CC(=O)OC (stereo not given)	-8	4	4	2	97	102	103	10
COc1ccc(-n2nnnc2SCC(=O)Nc2cc(OC)c([N+](=O)[O-])cc2C)cc1	-4	-1	-1	-1	91	94	98	18
CCOC(=O)N1CCN(C(=O)c2ccccc2NC(=O)c2ccc(F)cc2)CC1	-1	-3	-1	2	99	107	107	-13
COCCN1C(=O)/C(=C/c2ccc(OCc3ccc(C(=O)O)cc3)c(OC)c2)SC1=Nc1ccccc1	-11	-7	8	-3	83	102	97	-1
Cc1cc(C(=O)Nc2ccc(Cl)cc2)n(-c2ccccc2)n1	0	3	-14	11	105	100	102	-1
O/N=C(\c1ccc(Cl)cc1)c1cc2ccccc2o1	9	0	10	2	126	94	103	12
CC(C)(C)C(=O)OCc1nc(-c2ccc(O)c(O)c2)cs1	-33	-21	-5	4	99	108	106	6
Nc1ccc(S(=O)(=O)NC2=NCCCCC2)cc1	-3	6	-8	3	106	97	93	-16
COc1ccc(C2CC(c3cccs3)=NN2C(=O)CSC2=NCCS2)cc1 (stereo not given)	-7	5	2	3	86	94	87	-7
Cc1c(C)c2c(OCC(=O)NCc3ccco3)cc3c(c2oc1=O)CCC(C)(C)O3	4	-9	5	1	99	99	96	4
O=c1/c(=C/c2ccc(O)cc2)sc2nc3cc(Br)cnc3n12	-12	1	8	1	102	95	107	5
C/C=C\C=C/C(=O)Nc1cccc(C2=NOC3(C2)C[C@@H](C(N)=O)N(C(=O)[C@H]2CCC(=O)N2)C3)c1 (stereo not given in full)	6	1	-4	-1	129	104	102	-12
O=C(Nc1cccc([N+](=O)[O-])c1)c1cccc(C(=O)Nc2cccc([N+](=O)[O-])c2)c1	8	0	4	2	91	102	100	1
CC1(C)CC(=O)C=C(Nc2ccccc2)C1	-3	6	14	1	122	100	108	1
CC(=O)n1c(=O)c2ccccc2c(=O)n1-c1ccccc1	9	5	-3	2	86	99	102	-12
COC(=O)C[C@H]1c2cc(F)ccc2S(=O)(=O)N1c1ccc(N(C)C)cc1	3	3	-11	6	123	97	92	-2
COC(=O)Cn1c(CN2CCc3ccccc3C2)nc2c1c(=O)n(C)c(=O)n2C	15	10	-1	3	94	97	98	-5
CCOCCCNS(=O)(=O)c1ccc2c(c1)CCN2C(=O)CC	15	-1	0	1	.	97	91	10
O=C(NC1CCCC1)C(c1cccnc1)N(C(=O)c1ccco1)c1cccc(F)c1 (stereo not given)	17	5	-6	-6	101	102	99	-15
COc1ccc(/C=C/C(=O)NC(C)(C)C)cc1S(=O)(=O)N1CCOCC1	4	-6	-4	-1	102	104	101	-5
Cc1ccc(S(=O)(=O)CCC(=O)NCCC2=CCCCC2)cc1	4	-2	3	4	103	102	101	4
O=C(CNC(=O)c1cccs1)N/N=C/c1c(F)cccc1Cl	0	3	-3	9	99	100	103	-17
Cn1c(CNC(=O)c2ccccc2F)nnc1SCC(=O)NCc1ccccc1	9	6	-1	1	104	95	101	-9
COc1cc(CO)ccc1Oc1nnnn1-c1ccc(C(N)=O)cc1	3	6	8	1	107	102	102	2

In the list so far, five have a Cl atom:
SMILES	procasp7 counter	procasp3 activ	EBNA-1 inhibitor	AHR act	LAP4 TOR yeast	RPL19A-GFP yeast	MEP2 TOR yeast	ZTA counter
Cc1ccc(OCCSCc2nnc(NC(=O)Nc3cccc(Cl)c3)s2)cc1	4	4	19	11	100	102	106	-10
Cc1cc(Cl)c(OCCCN2CCCCC2)c(Br)c1	1	10	-12	-2	92	102	99	0
Cc1cc(C(=O)Nc2ccc(Cl)cc2)n(-c2ccccc2)n1	0	3	-14	11	105	100	102	-1
O/N=C(\c1ccc(Cl)cc1)c1cc2ccccc2o1	9	0	10	2	126	94	103	12
O=C(CNC(=O)c1cccs1)N/N=C/c1c(F)cccc1Cl	0	3	-3	9	99	100	103	-17
